Rev-erbA mod = modulators of human Rev-erb alpha DNA binding; P20393; Rev-erbα–FITC-DNA binding, fluorescence polarization, 90 min; activity, % at 10 µM; hit rate 0.79% among 370,000; AID 1259318;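 active = activity above about 14%, limit read from the data; passing the limit was not always enough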;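 also: 0% = DMSO wells with 35 nM protein and 100% = DMSO wells with 750 nM protein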
HTRA1 inhibitor = inhibitors of human serine peptidase HTRA1. hit rate 0.5% among 340,000. Q92743. inhibition, % at 5.96 µM. recombinant HTRA1, FP-rhodamine activity-based probe, fluorescence polarization; in the data active = inhibition above about 36%;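 also: 0% = enzyme with DMSO and 100% = wells lacking enzyme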
TCR-CD3 inh = inhibitors of human TCR-CD3 interaction; TAMRA-labeled TCR probe fluorescence, biochemical; inhibition, % at 9.4 µM; hit rate 0.37% among 360,000; AID 651800; in the data active = inhibition above about 19%;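 also: recombinant mutant TCR 2C K166C tagged with TAMRA read by polarization; 0% = receptor in buffer alone and 100% = receptor with positive control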
PRMT1 inh = PRMT1 (human) inhibition, primary screen; hit rate 1.3% among 370,000; inhibition, % at 2.79 µM; AID 652257; recombinant PRMT1, activity-based probe fluorescence polarization;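 active = inhibition above about 21% made by adding two undisclosed values, limit read from the data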
Target sequence (Q99873 whole entry, looked up): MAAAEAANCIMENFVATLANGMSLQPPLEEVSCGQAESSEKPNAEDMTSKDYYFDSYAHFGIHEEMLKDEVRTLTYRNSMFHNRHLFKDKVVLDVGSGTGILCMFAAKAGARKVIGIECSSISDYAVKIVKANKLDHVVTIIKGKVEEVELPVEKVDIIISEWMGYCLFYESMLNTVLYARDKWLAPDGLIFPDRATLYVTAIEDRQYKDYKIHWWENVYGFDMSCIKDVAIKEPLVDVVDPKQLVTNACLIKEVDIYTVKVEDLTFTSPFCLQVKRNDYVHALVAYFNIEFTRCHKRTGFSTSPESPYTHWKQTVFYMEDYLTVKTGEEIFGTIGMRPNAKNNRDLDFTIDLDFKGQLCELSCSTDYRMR
LEDGF integ inh = blocks HIV-1 LEDGF/p75-dependent DNA integration; TR-FRET IN-LEDGF/p75 DNA integration, Eu/Cy5; inhibition, % at 3.7 µM; hit rate 0.64% among 370,000;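 active = inhibition above the screen-wide mean plus 3 SD, cut at about 13% in these data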;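 also: signal is the Cy5 over europium emission ratio at 671 and 618 nm; 0% = plate median of compound wells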
rCAG RNA binder = binds r(CAG) RNA repeats; hit rate 1.3% among 370,000; r(CAG) RNA repeat, TO-PRO-1 dye displacement fluorescence; inhibition, % at 3 µM;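 active = inhibition above the plate cutoff, the mean of all test compounds on that plate plus 3 SD, cut at about 35% in these data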;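 also: 0% = DMSO alone and 100% = 100 µM mitoxantrone as full dye displacement; higher means more dye released from RNA so lower well fluorescence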
PG9 binder = PG9 antibody binding by small molecule | TR-FRET gp120-PG9 antibody binding | inhibition, % at 6.7 µM | hit rate 0.43% among 360,000 | AID 624416; in the data active = inhibition above about 8.5%
UHRF1 binding = UHRF1 methyl-DNA binding inhibition. Q96T88. UHRF1 binding to methylated oligo, TR-FRET. inhibition, % at 4.4 µM. hit rate 0.75% among 370,000; in the data active = inhibition above about 21%;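 also: UHRF1 SRA domain binding a hemimethylated CpG hairpin DNA probe; 0% = median of test compound wells and 100% = reference inhibitor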
MBD2 inh = inhibitors of human MBD2 binding to methylated oligonucleotide | Q9UBB5 | inhibition, % at 4.4 µM | TR-FRET | hit rate 0.31% among 370,000 | AID 686964; in the data active = inhibition above about 13%
Target sequence (Q9UBB5 whole entry, looked up): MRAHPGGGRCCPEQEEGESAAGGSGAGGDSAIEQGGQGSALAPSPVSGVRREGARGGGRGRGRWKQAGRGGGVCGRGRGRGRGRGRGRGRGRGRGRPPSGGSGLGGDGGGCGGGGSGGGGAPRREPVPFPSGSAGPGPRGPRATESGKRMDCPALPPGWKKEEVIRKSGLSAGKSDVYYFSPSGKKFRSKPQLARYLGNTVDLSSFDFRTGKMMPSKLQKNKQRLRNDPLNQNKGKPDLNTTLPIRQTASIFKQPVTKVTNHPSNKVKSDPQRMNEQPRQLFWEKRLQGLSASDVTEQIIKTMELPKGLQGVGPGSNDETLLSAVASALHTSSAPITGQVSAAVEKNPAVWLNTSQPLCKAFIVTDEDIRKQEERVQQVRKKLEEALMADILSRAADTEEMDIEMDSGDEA
ABHD4 inh = inhibitors of mouse ABHD4 | purified mABHD4, FP-Rh probe fluorescence polarization | inhibition, % at 8.92 µM | hit rate 0.54% among 370,000;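 active = inhibition exceeding the mean over every tested compound plus 3 SD, cut at about 30% in these data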;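 also: 0% = plate median of compound wells and 100% = S159A mutant with DMSO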
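assay system = mABHD4 protein | compound dosing = single nominal dose of 8.92 µM, 0.89% DMSO final | read-out basis = percent inhibition of probe binding, normalized to plate controls | schedule = Enzyme–compound pre-incubation 45 min, then probe 60 min, both 25 °C | detection = fluorescence polarization, excitation 525 nm, emission 598 nm, BODIPY TMR filters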
The depositor's hits bear a star; nt = no result given. Only part of the results is shown; count on the stated rates, not on these rows.

Molecule	Rev-erbA mod	HTRA1 inhibitor	TCR-CD3 inh	PRMT1 inh	LEDGF integ inh	rCAG RNA binder	PG9 binder	UHRF1 binding	MBD2 inh	ABHD4 inh
O=C(NCC1CCCN(Cc2ccc3nonc3c2)C1)c1ccc(F)cc1 (stereo unspecified)	-2	0	2	-3	-1	-2	2.5	0	-1	2
COc1cc(C(C)=O)ccc1OCC(=O)c1cc(C)n(C2CC2)c1C	1	2	0	-4	5	-1	0.8	3	-9	-2
CS(=O)(=O)N(CC(=O)Nc1cccc([N+](=O)[O-])c1)c1ccccc1	-4	1	6	0	-4	3	-0.9	-1	4	2
CC[C@]12c3[nH]c4cc(CCC(=O)N(C)C)ccc4c3CCN1C(=O)[C@@H](CC(=O)NC(C)(C)C)C[C@@H]2C(=O)N1CCN(C(=O)c2ccco2)CC1	-1	4	-5	-1	1	2	0.9	-1	-6	-2
Cc1ccnc(NC(=O)CCC(=O)N(CC(=O)NCc2ccccc2)Cc2ccc(F)cc2)c1	0	-4	8	1	5	-5	-1.6	-3	-1	2
Cc1ccc(C(=O)CC2(O)C(=O)N(Cc3ccccc3Cl)c3ccccc32)o1 (stereo unspecified)	2	-19	-6	1	-2	0	-2.0	0	5	-5
CSc1nccc(N2CCN(c3ccc(F)cc3)CC2)n1	1	0	-6	-3	2	2	1.1	-3	4	2
O=[N+]([O-])c1ccc(C2CCCC/C2=N\OCc2cccc(F)c2)c([N+](=O)[O-])c1 (stereo unspecified)	4	-10	7	-2	-2	-1	-2.9	-1	0	-5
O=C(COc1ccccc1F)NNC(=O)c1cccc(-n2cccc2)c1	-3	-2	-3	-4	6	3	-1.2	1	-1	-9
Cc1ccccc1C(=O)N1CCC(C(=O)N2CCCc3ccccc32)CC1	12	2	-2	-1	7	1	-1.6	0	0	-2
CN(Cc1nccs1)C(=O)CC1C(=O)NCCN1Cc1ccc(-c2ccccc2)cc1 (stereo unspecified)	1	-1	2	-4	4	5	0.7	-2	-6	2
COc1ccc(CN2CCN(C(=O)c3ccc(S(=O)(=O)N4CCCCCC4)cc3)CC2)cc1	2	-6	5	-3	-1	-5	-0.8	-2	-2	2
Cc1cc(Cn2nc(-c3ccccc3C)cc2C(=O)O)on1	-2	-1	5	-1	-1	-2	0.3	-1	1	-3
CCc1csc(CNC(=O)C2CCC(=O)N(Cc3cccc(OC)c3)C2)n1 (stereo unspecified)	-2	-4	-2	-1	-2	-1	-0.1	1	0	1
CCOC(=O)CC1(NC(=O)C2CCC(=O)N(C3CC3)C2)CCCCC1 (stereo unspecified)	-1	-2	4	-3	3	-3	-2.0	-2	-2	-3

More entries follow.
Molecule	Rev-erbA mod	HTRA1 inhibitor	TCR-CD3 inh	PRMT1 inh	LEDGF integ inh	rCAG RNA binder	PG9 binder	UHRF1 binding	MBD2 inh	ABHD4 inh
Cc1ccc([N+](=O)[O-])cc1NC(=O)c1ccc(C(C)(C)C)cc1	2	-13	-6	0	1	3	-0.3	0	5	-15
CCOC(=O)C1=C(N)Oc2cc(O)ccc2C1c1ccc(Br)cc1 (stereo unspecified)	-1	-12	12	0	7	2	0.6	-2	-2	0
CC(=O)c1ccccc1OCc1ccc(S(=O)(=O)Cc2ccccc2)cc1	6	-13	-3	0	-1	-2	-0.7	-2	-7	-6
CCC(C)NC(=O)CSc1nnc(-c2cc(OC)c(OC)c(OC)c2)c(-c2cc(OC)c(OC)c(OC)c2)n1 (stereo unspecified)	4	2	-1	-2	2	-10	-0.6	2	2	-2
CCOC(=O)c1ccccc1NC(=O)COC(=O)CN1C(=O)NC2(CCCC2)C1=O	2	2	-14	4	-1	-6	2.4	14	4	-7
CCOC(=O)CN(Cc1sccc1C)C(=O)Nc1ccc(OC)cc1OC	-3	3	3	-4	-3	-5	-1.6	-2	-1	7
Cc1ccc(C(=O)NC2CCN(C(=O)Nc3ccc(F)cc3)CC2)cc1	6	-1	4	1	-1	8	0.2	0	-4	0
CC(=O)Nc1ccc(SCc2csc(C)n2)cc1	1	7	2	7	0	6	-0.8	-2	1	-7
CCOc1ccc(C(=O)CSc2nnc(SCc3ccc(Cl)cc3)s2)cc1	-4	nt	nt	0	-2	4	nt	4	3	-1
Cc1cc(C(=O)N/N=C2\CCCC(C)C2)n[nH]1 (stereo unspecified)	3	1	5	0	-2	-1	-0.4	-1	2	5
Nc1c(-c2ccc(Cl)cc2)cnn1-c1cccc(C(F)(F)F)c1	1	-4	-1	3	-4	2	-0.4	0	3	-8
CCC1CCCCN1Cc1ccc(OC)c(C)c1C (stereo unspecified)	-3	-3	6	-2	-2	2	0.5	2	-3	8
Cc1cccc2c1-c1sc(C(=O)Nc3nccs3)cc1CO2	13	-16	-1	-3	1	17	0.2	-6	-2	-5
CCOc1ccccc1-c1nc(-c2ccc(NC(=O)Cc3ccccc3OC)cc2)no1	2	-41	1	2	1	8	1.6	0	9	-27
N#CC/C(N)=N/NC(=O)CCCNc1ncc(C(F)(F)F)cc1Cl	-1	0	-6	-2	0	3	-2.0	-2	-1	-4

Going on with the list.
Molecule	Rev-erbA mod	HTRA1 inhibitor	TCR-CD3 inh	PRMT1 inh	LEDGF integ inh	rCAG RNA binder	PG9 binder	UHRF1 binding	MBD2 inh	ABHD4 inh
CCn1c(SCC(=O)N(Cc2ccccc2)C2CCS(=O)(=O)C2)nc2ccccc2c1=O (stereo unspecified)	-3	4	-5	0	-2	-3	-0.3	0	0	-3
O=C(Oc1ccc(-c2nccc(-c3ccccn3)n2)cc1)c1cccc(C(F)(F)F)c1	11	-1	5	2	-4	3	-0.2	1	5	8
Cc1csc(NC(=O)c2ccc(S(=O)(=O)N(C)c3ccccc3)cc2)n1	-2	-18	1	2	0	10	-0.3	1	-2	0
CCOC(=O)N1CCN(C(=O)C[C@@H]2C[C@@]3(C(=O)OCC)CCC=C3N(Cc3ccco3)C2=O)CC1	3	nt	0	-3	5	7	-0.3	-2	-5	4
Cc1ccc(S(=O)(=O)c2c(N)n(CC3CCOC3)c3nc4ccccc4nc23)cc1 (stereo unspecified)	0	-32	0	2	3	4	-1.3	-6	-5	-3
COc1ccccc1C(=O)NC(=S)Nc1ccc(Cc2ccncc2)cc1	-7	-29	-6	0	3	11	-0.1	8	-2	-15
CS(=O)(=O)c1cccc(-c2nnc(NC(=O)CCS(=O)(=O)c3ccccc3)o2)c1	-5	-3	5	0	-4	2	0.2	-2	1	2
CCC(=O)N(CCC(Cc1ccccc1)c1ccco1)Cc1ccco1 (stereo unspecified)	8	-17	-2	3	-3	-8	2.2	-2	3	1
O=C(CSc1nccn(-c2ccc(F)c(Cl)c2)c1=O)NC1CCCC1	-3	-5	4	32*	1	2	2.8	-2	-1	-2
O=C(O)Cc1ccc(OCc2ccc(Cl)nc2)cc1	0	1	0	4	1	1	-0.3	2	4	-6
O=C(NS(=O)(=O)Oc1ccccc1F)OC[C@@H]1CCCN2CCCCC12 (stereo partly specified)	1	-7	1	5	-9	5	-0.8	6	0	-4
O=C(N/N=C/c1ccc(N2CCOCC2)cc1)c1cccs1	0	-8	5	-1	-4	2	-2.6	-3	-4	-3
CC(=O)N1C[C@@H](CO)[C@@H]2C[C@H]1c1ccccc1N2C	2	nt	-2	5	-1	0	-2.3	4	2	2
COc1ccc(O)c(C=Nc2cc(C)on2)c1	-4	-7	2	-1	-2	2	1.4	2	-2	4
CCOc1ccc(NC(=O)Cc2nnc(SCC(=O)N3CCOCC3)n2C)cc1	-1	0	-7	1	-1	-4	0.2	2	7	-12

Complete entries, looked up by structure.
CCn1c(SCC(=O)N(Cc2ccccc2)C2CCS(=O)(=O)C2)nc2ccccc2c1=O (stereo unspecified) reads Rev-erbA mod = -3; HTRA1 inhibitor = 4; TCR-CD3 inh = -5; PRMT1 inh = 0; LEDGF integ inh = -2; rCAG RNA binder = -3; PG9 binder = -0.3; UHRF1 binding = 0; MBD2 inh = 0; ABHD4 inh = -3
O=C(CSc1nccn(-c2ccc(F)c(Cl)c2)c1=O)NC1CCCC1 reads Rev-erbA mod = -3; HTRA1 inhibitor = -5; TCR-CD3 inh = 4; PRMT1 inh = 32*; LEDGF integ inh = 1; rCAG RNA binder = 2; PG9 binder = 2.8; UHRF1 binding = -2; MBD2 inh = -1; ABHD4 inh = -2

Additional records:
Below each compound: Rev-erbA mod | HTRA1 inhibitor | TCR-CD3 inh | PRMT1 inh | LEDGF integ inh | rCAG RNA binder | PG9 binder | UHRF1 binding | MBD2 inh | ABHD4 inh
CC1CC(C)CN(CCCCOc2ccc([N+](=O)[O-])cc2)C1 (stereo unspecified)
    1 | -2 | -2 | -2 | 4 | 1 | -1.5 | 2 | -5 | 11
CN(C)CCNc1ncnc2c1sc1nc(N3CCOCC3)c3c(c12)CC(C)(C)SC3
    -2 | 3 | 3 | -5 | 2 | 12 | 0.1 | 0 | 3 | 8
CCn1c2c(n(C(C)=O)c1=O)C=C(C(=O)N1CCCC1)C(C)C(c1ccccc1)=C2 (stereo unspecified)
    3 | nt | 0 | 3 | -2 | 1 | -0.7 | 3 | 2 | 6
COc1ccccc1NC(=O)c1sc2nc(C)cc(C)c2c1N
    18 | 3 | -1 | -3 | 2 | 2 | -3.4 | 1 | 3 | -1
Cc1ccc(-n2c(SCC(=O)Nc3ccc(S(=O)(=O)Nc4cc(C)nc(C)n4)cc3)nnc2-c2ccc(C(C)(C)C)cc2)cc1
    6 | nt | nt | 10 | -3 | 44* | nt | 1 | -1 | -49
CCOC(=O)c1ccc(N/C=C/C(=O)c2ccccc2)cc1
    1 | 0 | -3 | -1 | -7 | -3 | -3.0 | 0 | -1 | 1
Cc1ccc(S(=O)(=O)CS(=O)(=O)c2ccc(C)cc2)cc1
    -1 | -3 | 4 | -3 | 5 | 2 | -1.1 | -1 | -1 | -2
Cc1c(NC(=O)c2cc(-c3ccc(F)cc3)nc3ccccc23)c(=O)n(-c2ccccc2)n1C
    2 | -5 | -6 | 2 | -3 | 5 | -0.4 | 0 | 0 | 1
CC(C)C(NC(=O)CN(c1cccc(F)c1)S(C)(=O)=O)C(C)C
    -3 | -2 | 9 | -1 | 1 | -5 | -0.9 | -1 | -5 | 1

Of the compounds above, these have a Cl atom:
Below each compound: Rev-erbA mod | HTRA1 inhibitor | TCR-CD3 inh | PRMT1 inh | LEDGF integ inh | rCAG RNA binder | PG9 binder | UHRF1 binding | MBD2 inh | ABHD4 inh
Cc1ccc(C(=O)CC2(O)C(=O)N(Cc3ccccc3Cl)c3ccccc32)o1 (stereo unspecified)
    2 | -19 | -6 | 1 | -2 | 0 | -2.0 | 0 | 5 | -5
CCOc1ccc(C(=O)CSc2nnc(SCc3ccc(Cl)cc3)s2)cc1
    -4 | nt | nt | 0 | -2 | 4 | nt | 4 | 3 | -1
Nc1c(-c2ccc(Cl)cc2)cnn1-c1cccc(C(F)(F)F)c1
    1 | -4 | -1 | 3 | -4 | 2 | -0.4 | 0 | 3 | -8
N#CC/C(N)=N/NC(=O)CCCNc1ncc(C(F)(F)F)cc1Cl
    -1 | 0 | -6 | -2 | 0 | 3 | -2.0 | -2 | -1 | -4
O=C(CSc1nccn(-c2ccc(F)c(Cl)c2)c1=O)NC1CCCC1
    -3 | -5 | 4 | 32* | 1 | 2 | 2.8 | -2 | -1 | -2
O=C(O)Cc1ccc(OCc2ccc(Cl)nc2)cc1
    0 | 1 | 0 | 4 | 1 | 1 | -0.3 | 2 | 4 | -6

Source: PubChem BioAssay (several laboratories)
